West Nile virus CPE – inhibition of WNV-induced cytopathic effect – cell-based, CPE readout (AID 1621); West Nile virus-infected cells, CPE inhibition; higher % means a stronger effect; one-dose CPE inhibition, % at 10 µM; IC50 in µM for titrated hits; 290,000 tested, 0.02% active; in the data active = a potency from the dose series; inconclusive = CPE inhibition mostly from about 3.7% at the one dose, without a potency; inactive = the rest, 99 in 100 with CPE inhibition below about 2.2%; note: strong numbers were not always called active
Autophagy mod – modulators of autophagy. 190,000 tested, 0.98% active. calls only at 10 µM (by protocol). MEF GFP-LC3 puncta imaging; test concentration mostly 10 µM. AID 463193;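 active = percentage of spot-positive cells more than 3 SD above its plate mean, without a fluorescence outlier flag or 80% toxicity; inconclusive = no clear call, values can overlap the other calls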;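 note: spot-positive cell cutoff set from DMSO-treated cells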
WT yeast gro inh – growth inhibition of WT yeast, mitochondrial fusion screen | mitochondrial fusion phenotypic screen, WT strain | 190,000 tested, 2.1% active | inhibition, % at 10 µM; in the data active = inhibition above about 58%; tested in S. cerevisiae
Myeloid diff MLP – compounds promoting myeloid differentiation | ER-HoxA9 myeloid progenitors, lysozyme-GFP differentiation, flow cytometry | calls only at 10 µM | 360,000 tested, 1% active;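 active = normalized GFP-positive differentiation at or above the plate's own cutoff, the solvent-only control mean plus 3 SD; inconclusive = no clear call, values can overlap the other calls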;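 note: cells exposed to compound for four days before flow analysis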
MT stabilize HCS – stabilizes microtubules in HeLa cells. HeLa tubulin immunostaining HCS, 24 h; share of cells brighter than vehicle mean+2SD. AID 2205. 200,000 tested, 0.83% active. % tubulin-high responders, % at 10 µM;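 active = plate Z-score above 3 for both tubulin-high and condensed-nucleus cell shares, with cell loss under 80%, at 10 µM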;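 note: anti alpha tubulin signal scored within the nucleus-defined area of each cell; some results filed as inactive read as strong as hits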
T cell modulator – T cell immune modulation candidate. 2C CD8+ T cell-vesicle binding, flow cytometry; hits give low values. 330,000 tested, 0.068% active. calls only at 7 µM. AID 2052;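 active = response, share of CD8 T cells binding vesicles, and their 90th percentile fluorescence all below set limits, cut at about 80% in these data, passing the limit was not always enough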
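Test system: purified 2C TCR transgenic mouse naive CD8+ T cells. Probe or stimulus: QL9-peptide-loaded Drosophila micro-vesicles bearing Ld, ICAM-1 and B7-1. Incubation: binding step 1.5 h, 37 °C, antibody labelling 20 min, ice. Measured by: flow cytometry of vesicle-bound cells.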
bCat nuc transl – modulators of beta-catenin nuclear translocation; HeLa beta-catenin nuclear translocation, immunofluorescence imaging; nuclear translocation activity, % at 5 µM; 190,000 tested, 0.3% active;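 active = nuclear translocation activity above 50% at 5 µM, with a well cell count of 50 or more; inconclusive = wells under 50 cells across six images, flagged as toxic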;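 note: per-cell ratio of nuclear to cytoplasmic median beta-catenin stain intensity; plate controls were DMSO negative control for no effect and GSK-3 inhibitor IX positive control for full effect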
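Test system: human HeLa cells, native beta-catenin. Compound dosing: 5 µM primary single dose, 0.1% DMSO, 0.02–20 µM confirmation series. Incubation: compound exposure 24 h at 37°C. Detection: beta-catenin immunostaining with DAPI counterstain, 20x imaging, 6 fields/well. Read-out basis: Nuclear/cytoplasmic beta-catenin signal ratio, % activation.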
Lipid droplet – hepatic lipid droplet formation modulation; 240,000 tested, 0.4% active; inhibition, % at 6.5 µM; AML12 mouse hepatocytes, oleate lipid droplets, BODIPY imaging; AID 1656;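 active = lipid droplet intensity inhibited by at least 50%, with more than 500 cells counted; inconclusive = wells with under 300 cells, treated as cytotoxic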
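Technique: fluorescence imaging, 20x objective, two fields per well / Assay system: AML12 hepatocytes (mouse) / Measure: % inhibition of lipid droplet signal / Doses: 6.5 µM single-point dosing / Incubation: overnight exposure / Reagent: 100 µM oleic acid challenge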
Ins promoter up – MIN6 insulin promoter up-regulation. MIN6 insulin promoter-GFP reporter, high-content imaging; hits give high values. z-score at 5 µM. 190,000 tested, 0.3% active. AID 1625;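 active = z-score above 3 at 5 µM with at least 500 cells counted in the well; inconclusive = wells under 500 cells, flagged as cytotoxic or low count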
WT yeast gro inh mutant strain – also measured in WT yeast gro inh; calls as there; inhibition, %; mitochondrial fusion phenotypic screen, mutant strain inhibition
Ins promoter up cell count – further read-out of Ins promoter up, marked with its call; cell count; measured here: cytotoxicity, nuclei count;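 total cells summed across four imaged fields per well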
Lipid droplet cells 6.5 µM – further read-out of Lipid droplet, marked with its call; cell count; measured here: cell count, cytotoxicity flag;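 cells counted across two imaged fields per well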
bCat nuc transl cell count 5 µM – recorded beside bCat nuc transl, whose call it bears; cell count; measured here: cell count, cytotoxicity flag
T cell modulator vesicle-bound % – recorded beside T cell modulator, whose call it bears; double positive events, %; measured here: CD8+ vesicle-bound cell fraction;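 binding gate set so that unloaded-vesicle control wells show 10% double positive cells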
MT stabilize HCS Hoechst-high % – also measured in MT stabilize HCS; calls as there; % Hoechst-high responders; measured here: nuclear condensation Hoechst responders;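 share of cells brighter than vehicle mean plus two SD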
MT stabilize HCS cytotoxicity % – second read-out of MT stabilize HCS, no call of its own (marks repeat the call); toxicity, %; measured here: cytotoxicity by cell density;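 0% = mean cell density of plate MIN control wells and 100% = no cells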
Autophagy mod cell loss 18 h – recorded beside Autophagy mod, whose call it bears; toxicity, %; measured here: cell loss, nuclei count;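 cell loss after 18 h compound exposure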
Myeloid diff MLP GFP+ MAC1+ % – also measured in Myeloid diff MLP; calls as there; GFP+ MAC1+ double positive, %; measured here: differentiation confirmed by MAC1 staining
Active calls of the source: *; i = inactive; ? = inconclusive; / = not tested or not shown. An unsorted share of the library. About 3.9% of those tested had a hit in this group.

SMILES	West Nile virus CPE	Autophagy mod	Autophagy mod cell loss 18 h	WT yeast gro inh	WT yeast gro inh mutant strain	Myeloid diff MLP	Myeloid diff MLP GFP+ MAC1+ %	MT stabilize HCS	MT stabilize HCS Hoechst-high %	MT stabilize HCS cytotoxicity %	T cell modulator	T cell modulator vesicle-bound %	bCat nuc transl	bCat nuc transl cell count 5 µM	Lipid droplet	Lipid droplet cells 6.5 µM	Ins promoter up	Ins promoter up cell count
COc1ccc2cc(C(=O)C3CCCN(C(=O)CCc4cnn(C)c4)C3)ccc2c1 (stereo not drawn)	-1.4%	i	14	-7	-8	i	0.3	5.0	1.5	6.5	i	53	-1.4	1227	-1	689	-0.65	1348
CCOC(=O)COc1ccc2c(c1)C(=O)CC1(CCCCC1)O2	-0.3%	i	-10	6	0	i	14	1.8	1.8	3.2	i	52	/	/	/	/	-0.44	928
CCN(CC)c1ccc(/C=C(\C#N)c2ccccn2)cc1	-1.5%	i	-18	68*	24*	i	0.0	22*	15*	47*	i	58	/	/	-10	674	-0.24	1358
CON(c1nc(N(C)C)nc(N(C)C)n1)S(=O)(=O)c1ccccc1Cl	-0.5%	i	-2	/	/	i	6.6	3.1	2.1	1.2	i	55	/	/	/	/	/	/
CC(=O)c1ccc(NS(=O)(=O)c2cc(-c3cnc(C4CC4)o3)ccc2C)cc1	0.4%	/	/	/	/	?	/	/	/	/	i	6	/	/	-2	714	/	/
CCCSc1nc(N)cc(=O)[nH]1	0.4%	i	-11	22	7	i	3.9	5.2	2.4	3.8	i	30	-1.2	928	0	621	/	/
CC(=O)Nc1ccc(/C(C)=N/NS(=O)(=O)c2ccccc2)cc1	0.0%	i	13	-8	9	i	0.7	1.3	1.4	7.3	i	8	2.5	837	21	673	-0.38	1262
Cc1ccc(N2C(=O)C3NN=C(C(=O)OCc4ccccc4)C3C2=O)cc1 (stereo not drawn)	0.4%	i	-15	-5	-21	i	1.7	5.8	2.7	7.9	i	9	-3.6	564	1	666	-0.11	1234
O=C(CSc1nc2ccccc2c(=O)[nH]1)Nc1ccccc1N1CCOCC1	0.2%	i	-4	6	16	i	0.4	3.1	1.8	8.5	i	31	1.2	1044	21	711	-0.93	1385
O=C(c1cc(-c2ccccn2)nc2ccc(Br)cc12)N1CCN(S(=O)(=O)c2ccccc2)CC1	-0.6%	i	-9	3	27	i	0.2	6.0	4.0	7.3	i	53	0.9	1396	0	677	-0.47	1413

Brought forward from above: three entries, followed by the next part.
SMILES	West Nile virus CPE	Autophagy mod	Autophagy mod cell loss 18 h	WT yeast gro inh	WT yeast gro inh mutant strain	Myeloid diff MLP	Myeloid diff MLP GFP+ MAC1+ %	MT stabilize HCS	MT stabilize HCS Hoechst-high %	MT stabilize HCS cytotoxicity %	T cell modulator	T cell modulator vesicle-bound %	bCat nuc transl	bCat nuc transl cell count 5 µM	Lipid droplet	Lipid droplet cells 6.5 µM	Ins promoter up	Ins promoter up cell count
Cc1ccc(N2C(=O)C3NN=C(C(=O)OCc4ccccc4)C3C2=O)cc1 (stereo not drawn)	0.4%	i	-15	-5	-21	i	1.7	5.8	2.7	7.9	i	9	-3.6	564	1	666	-0.11	1234
O=C(CSc1nc2ccccc2c(=O)[nH]1)Nc1ccccc1N1CCOCC1	0.2%	i	-4	6	16	i	0.4	3.1	1.8	8.5	i	31	1.2	1044	21	711	-0.93	1385
O=C(c1cc(-c2ccccn2)nc2ccc(Br)cc12)N1CCN(S(=O)(=O)c2ccccc2)CC1	-0.6%	i	-9	3	27	i	0.2	6.0	4.0	7.3	i	53	0.9	1396	0	677	-0.47	1413
Nc1c(N)c2ccccc2oc1=O	1.3%	i	3	-3	19	i	0.8	2.0	1.7	9.2	i	36	-2.7	1105	-2	776	0.69	846
COc1ccc(S(=O)(=O)Nc2ccc(F)c(F)c2)cc1Cl	-0.5%	i	-9	8	16	i	5.8	1.8	1.3	3.1	i	15	2.8	1034	-34	632	/	/
Cc1ccc(Oc2ncc(CN3CC(C)OC(C)C3)s2)cc1 (stereo not drawn)	-0.7%	i	-1	41	13	i	1.1	2.0	2.1	5.2	i	29	/	/	/	/	/	/
N=C1SCC(=O)N1/N=C/c1ccccc1	0.5%	i	-4	1	5	i	0.1	4.0	5.9	6.3	i	46	0.3	926	4	720	-0.33	1211
O=C(CN(C(=O)c1csnn1)c1ccc(F)cc1)NCc1ccc(F)cc1	-0.2%	i	-12	5	6	i	0.8	1.8	1.6	7.0	i	25	-0.2	1010	0	768	-0.11	1390
CC(C)(C)c1ccc(COn2ccnc2)cc1	-0.1%	i	7	33	27	i	0.1	1.6	1.3	3.7	i	35	-0.7	1376	-1	646	0.89	1377
CC(=O)NC12CC3CC(C)(C1)CC(NC(C)=O)(C3)C2	1.5%	i	18	3	2	i	0.8	4.0	2.8	7.8	i	57	0.2	1168	/	/	-0.09	831
O=C(COc1ccc(Cl)cc1)NCCNc1ccc([N+](=O)[O-])cc1	0.9%	/	/	/	/	i	0.8	/	/	/	i	22	/	/	-14	806	/	/
CSCc1nnc(NC(=O)c2ccc(S(=O)(=O)N3CCCCC3C)cc2)o1 (stereo not drawn)	0.3%	/	/	/	/	i	1.0	/	/	/	i	50	/	/	17	745	/	/
O=C(Cc1c(O)c2ccccc2[nH]c1=O)NCc1ccccc1F	-0.1%	i	-2	60*	7.6*	i	0.8	4.3	2.9	5.6	i	47	-2.0	823	/	/	0.57	1143
CCOC(=O)N1CCN(CCC(=O)Nc2ccc(C)c(Br)c2)CC1	-0.2%	i	-8	0	14	i	0.5	2.6	2.5	8.0	i	36	2.9	1440	/	/	1.6	1354
CC(C)Oc1ccccc1/C=N/NC(=O)c1ccccc1Cl	0.0%	/	/	/	/	i	0.4	/	/	/	i	45	2.2	1316	4	660	0.17	1127
C=CCC1NS(=O)(=O)OC(CCCC)C1O (stereo not drawn)	-0.6%	/	/	/	/	i	0.5	/	/	/	i	27	/	/	3	797	/	/
COc1ccc(-c2csc(NC(=O)c3cccs3)c2C(=O)O)cc1OC	1.8%	i	-4	-8	8	i	0.5	2.7	3.7	6.8	i	4	-6.2	1058	2	679	-0.92	904
Cc1c(C(=O)OCC(C)C)[nH]c2c1C(=O)CC(c1ccco1)C2 (stereo not drawn)	-0.4%	/	/	4	-23	?	/	3.5	62	31	i	47	183*	238*	?	/	/	/
COc1ccc(-n2c(C)c(C(C)=O)c3cc(OCC(N)=O)ccc32)cc1	-1.1%	i	-11	-27	-30	i	0.4	2.7	1.3	3.3	i	16	0.9	987	9	724	-0.77	1427
Cc1noc(C)c1C(=O)OCC(=O)NC(c1ccccc1)c1ccccc1	-0.8%	i	12	3	-8	i	4.2	2.4	2.0	4.2	i	17	-3.4	1358	/	/	-0.09	1580
O=C(NCC1CCCO1)C1CC(=O)N(c2ccc(F)c(Cl)c2)C1 (stereo not drawn)	0.1%	i	5	1	2	i	2.7	2.8	2.9	8.2	i	39	-1.0	1046	/	/	-0.64	1005
CC(=O)c1cccc(OCC(=O)N(C)CC(=O)Nc2ccc(F)cc2)c1	0.0%	/	/	/	/	/	/	/	/	/	i	43	0.4	1311	21	690	0.05	837
O=C(CC1Sc2ccccc2NC1=O)OC(C(=O)NCCc1ccccc1)c1cccnc1 (stereo not drawn)	/	i	0	3	4	i	0.7	2.0	1.8	7.1	i	13	0.8	1344	/	/	0.26	1525
Cc1ccc2c(c1)N(CC(=O)N1CCN(c3ccccc3)CC1)C(=O)C(C)O2 (stereo not drawn)	-0.6%	/	/	/	/	i	0.2	/	/	/	i	42	/	/	12	777	/	/
COc1cc(-c2cc(C(=O)N3CCN(c4ccccn4)CC3)c3ccccc3n2)cc(OC)c1OC	1.4%	i	-11	41	22	i	3.4	3.7	4.6	8.2	i	53	/	/	/	/	/	/
O=C(CN(Cc1ccc(F)cc1)C(=O)CCC(=O)Nc1ccccn1)NCc1ccc(F)cc1	-1.0%	/	/	/	/	i	0.3	/	/	/	i	42	/	/	-22	757	/	/
FC(F)(F)c1ccc(Oc2ccc3cc(Br)ccc3c2)nc1	0.3%	i	0	15	-2	i	0.6	3.0	3.3	5.5	i	62	-2.1	1237	-12	669	-0.06	1511
O=C(NN1C(=O)/C(=C/C=C/c2ccco2)SC1=S)c1ccncc1	0.1%	/	/	/	/	i	0.4	/	/	/	i	25	0.8	1369	-3	719	0.15	1136
COc1cc2c(cc1OC)N1C(=O)CC(OCC(=O)O)C3C4CC5(CCN5C(=O)C4=O)C2C31 (stereo not drawn)	1.5%	i	-15	5	-6	i	0.2	1.3	1.8	5.8	i	64	-0.9	1572	8	698	1.2	1356
Cc1cccc(-n2c(-c3ccco3)n[nH]c2=S)c1	0.4%	i	-3	-2	-8	i	0.6	5.3	1.8	5.6	i	44	/	/	-9	703	0.4	1307
COc1ccccc1OCC(=O)Nn1c(=S)[nH]c2ncccc2c1=O	-0.2%	i	2	-28	3	i	0.5	2.4	2.0	8.2	i	56	3.1	954	10	651	-0.36	1341
O=[N+]([O-])c1ccc(COc2ccccc2/C=N/O)cc1	-0.6%	i	-14	0	-9	i	0.1	1.8	4.2	13	i	28	-1.1	972	30	658	1.1	1321
CCn1ccnc1CN1CCN(CC(C)C)C(CCO)C1 (stereo not drawn)	0.3%	i	20	-7	3	i	1.2	1.5	2.7	6.8	i	23	-1.4	935	-2	770	-0.49	1403
